Fh CTSL1 inh: counter-screen for PFM18AAP inhibitors: inhibitors of F. hepatica cathepsin L1. recombinant F. hepatica cathepsin L1, Z-Leu-Arg-MCA fluorescence. inhibition, % at 5.96 µM. actives 0.49% (n = 300,000). AID 1906;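 active means inhibition above the mean of all tested compounds plus 3 SD, set per screening campaign, cut at about 17% in these data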;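 further: 0% = plate median of test compound wells and 100% = 1 µM Z-Phe-Ala-diazomethylketone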
PP1 inh: PP1-alpha (human) inhibition in PP5 counter-screen | P62136 | purified PP1alpha, OMFP fluorescence | inhibition, % at 6.7 µM | actives 0.9% (n = 320,000) | AID 2235;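 active means inhibition above the mean inhibition of all tested compounds plus 3 SD, computed separately for each screening campaign, cut at about 15% in these data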
proCasp7 act: counter-screen: procaspase-7 (human) activation; recombinant procaspase-7, Ac-DEVD-pNA absorbance 405 nm; D23A/D198A/D206A triple mutant, cannot self-cleave; scale: DMSO 0, 5 µM enzyme 100; activation, % at 8.5 µM; actives 0.093% (n = 330,000);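 active means percent activation above the screen-wide mean plus 3 SD, cut at about 25% in these data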
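System: Uncleavable procaspase-7 mutant enzyme; Amount: 2 µM procaspase-7 mutant as dispensed; Schedule: 1 h compound preincubation, 2 h substrate cleavage, 25 °C; Measured by: 405 nm absorbance of p-nitroaniline; Evaluation: percent activation from buffer-corrected 0–120 min absorbance change; Control set: low DMSO alone, high DMSO plus 5 µM PC-7.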
core dimer inh: blocks dimerization of HCV core protein; TR-FRET GST/Flag-core106 dimerization, 1536-well; actives 0.33% (n = 300,000); inhibition, % at 5 µM; AID 1899;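 active means inhibition above the mean of all tested compounds plus 3 SD, set per screening campaign, cut at about 45% in these data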
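Assay system: GST-tagged and Flag-tagged HCV core protein residues 1-106 / Times: compound-protein-antibody incubation 4 h at 22.5 °C / Signal: time-resolved FRET, ex 340 nm, em 617 and 671 nm / Evaluation: % inhibition based on acceptor/donor emission ratio / Benchmarks: wells lacking GST-core106 and wells with excess unlabelled core106 / Repeats: singlicate, one well per compound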
JMJD2C inh: human JMJD2C demethylase inhibition; AID 2099; GST-JMJD2C(1-420) H3K9me3 demethylation, DELFIA europium; inhibition, % at 2.35 µM; Q9H3R0; actives 0.069% (n = 330,000);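 active means more than half of a compound's replicate wells show inhibition beyond 50%, single wells judged on their own value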;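 further: signal counts dimethyl H3K9 product captured on neutravidin plate; 0% = median of DMSO wells and 100% = 0.3 times that DMSO median; strong numbers were not always called active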
Target sequence (Q9H3R0 1-420 limits assumed): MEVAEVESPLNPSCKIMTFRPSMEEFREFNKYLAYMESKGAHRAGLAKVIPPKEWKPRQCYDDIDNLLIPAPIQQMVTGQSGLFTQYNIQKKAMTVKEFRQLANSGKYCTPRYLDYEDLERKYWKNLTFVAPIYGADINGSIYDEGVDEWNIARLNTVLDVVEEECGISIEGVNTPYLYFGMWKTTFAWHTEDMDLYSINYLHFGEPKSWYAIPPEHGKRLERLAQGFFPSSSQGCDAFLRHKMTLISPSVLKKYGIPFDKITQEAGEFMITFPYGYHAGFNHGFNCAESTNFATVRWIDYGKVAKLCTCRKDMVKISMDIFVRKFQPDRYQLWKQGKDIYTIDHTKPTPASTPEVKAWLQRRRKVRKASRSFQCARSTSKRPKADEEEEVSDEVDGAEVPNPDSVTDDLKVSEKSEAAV
VLA-4 inh: inhibition in a human VLA-4 binding assay; VLA-4 expressing cells, ligand binding flow cytometry; P13612; inhibition, % (about 7 µM as worked out from the volumes in the protocol); actives 0.2% (n = 330,000); in the data active means inhibition above about 50%
procasp3 activ: activates human procaspase-3; activation, % at 8.5 µM; AID 463141; recombinant procaspase-3 D3A, Ac-DEVD-pNA absorbance 405 nm; actives 0.11% (n = 330,000); P42574;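 active means activation above the mean of all tested compounds plus 3 SD, cut at about 21% in these data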;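 further: 0% = DMSO alone and 100% = DMSO wells spiked with extra 5 µM PC-3 D3A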
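System: Procaspase-3 D3A mutant. Medium: Zinc-free 300 mM NaCl, 50 mM HEPES, 0.01% Triton X-100. Schedule: 1 h preincubation plus 2 h reaction at 25 °C. Measured by: 405 nm absorbance of p-nitroaniline, reads at 0 and 120 min. Read-out: percent activation relative to control range.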
PP5 primary: blocks human protein phosphatase 5 activity. purified PP5c, OMFP substrate fluorescence. inhibition, % at 6.7 µM. actives 0.18% (n = 320,000). AID 1987;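 active means inhibition above the campaign's mean inhibition across all tested compounds plus 3 SD, cut at about 9.5% in these data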;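 further: 0% = DMSO only and 100% = 100 µM cantharidin control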
GRK2 aptamer HTS: blocks RNA aptamer binding to human GRK2 | P25098 | bead flow cytometry, FAM-aptamer displacement from GRK2 | inhibition of aptamer binding, % at 10 µM | actives 0.59% (n = 330,000) | AID 488847;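 active means inhibition of aptamer binding above 40%, roughly 3 SD of noise, on plates passing a quality check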;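 further: median bead fluorescence of bound FAM aptamer so fluorescent compounds give negative values; no value below 0 was filed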
Target sequence (P25098 whole entry, looked up): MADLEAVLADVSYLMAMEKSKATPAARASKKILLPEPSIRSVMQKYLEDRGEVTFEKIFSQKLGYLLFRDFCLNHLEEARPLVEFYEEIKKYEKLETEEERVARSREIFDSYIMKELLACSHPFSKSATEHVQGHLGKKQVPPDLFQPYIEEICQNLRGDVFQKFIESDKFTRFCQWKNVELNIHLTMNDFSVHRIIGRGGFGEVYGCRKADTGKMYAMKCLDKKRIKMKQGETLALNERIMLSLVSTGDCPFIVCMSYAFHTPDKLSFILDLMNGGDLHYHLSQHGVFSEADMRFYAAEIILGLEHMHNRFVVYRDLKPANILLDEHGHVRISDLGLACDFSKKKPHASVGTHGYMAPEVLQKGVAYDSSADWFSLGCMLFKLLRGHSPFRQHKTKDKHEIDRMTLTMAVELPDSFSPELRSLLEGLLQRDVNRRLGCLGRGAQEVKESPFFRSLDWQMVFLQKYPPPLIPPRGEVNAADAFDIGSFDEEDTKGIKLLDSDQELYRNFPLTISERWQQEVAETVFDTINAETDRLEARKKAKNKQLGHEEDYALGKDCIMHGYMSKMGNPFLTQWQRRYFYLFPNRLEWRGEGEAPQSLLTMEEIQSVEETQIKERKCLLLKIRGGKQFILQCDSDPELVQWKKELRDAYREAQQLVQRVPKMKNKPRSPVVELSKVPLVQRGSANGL
Numbers without * were called inactive; · = no result given. The order is random; overall some 2.6% were active at least once.

SMILES	Fh CTSL1 inh	PP1 inh	proCasp7 act	core dimer inh	JMJD2C inh	VLA-4 inh	procasp3 activ	PP5 primary	GRK2 aptamer HTS
O=C(CSc1n[nH]c(-c2ccncc2)n1)Nc1ccc(F)cc1	7	-4	-8	6	4	-10	4	-0.7	0
Cc1ccc(S(=O)(=O)N2CCN(c3ncnc4sccc34)CC2)cc1	-3	2	-5	8	4	1	6	3.3	2
COc1ccc(C2c3c4c(n(C)c3CCN2C)CCN(C)C4c2ccc(OC)cc2)cc1 (configuration not stated)	-2	-2	-1	1	-12	0	-3	0.6	7
COc1ccc(NC(=S)N(CCN2CCOCC2)C2CCN(C(C)=O)CC2)cc1Cl	-3	-3	-10	-4	5	-6	5	2.9	0
C[C@H](CO)N1C[C@H](C)[C@@H](CN(C)Cc2ccncc2)Oc2c(NS(=O)(=O)c3ccc(Cl)cc3)cccc2C1=O	·	·	3	·	16	-25	2	·	0
COc1ccc(S(=O)(=O)N2CCN(C)CC2)cc1NC(=O)c1ccccc1C	6	0	-3	6	-4	-11	0	1.3	2
Cc1ccc(NC(=O)c2ccc3nc[nH]c3c2)nc1	-1	-2	3	14	-3	-1	-4	3.1	6
O=C(Nc1ccc(C(=O)O)cc1)/C(=C\c1ccco1)NC(=O)c1ccco1	8	-10	-14	-13	27	7	-14	-8.8	6
O=S(=O)(Cc1ccc(Cl)cc1)Nc1ccc2c(c1)OCO2	1	1	-1	8	4	-7	7	0.9	0
Cc1cccc(N2CCN(C(=O)c3cccc(NC4=NC5CS(=O)(=O)CC5S4)c3)CC2)c1C (configuration not stated)	-2	0	3	6	8	-14	6	2.4	0
O=C(O)c1c(Cl)c(Cl)c(Cl)c(Cl)c1C(=O)N1CCCCCC1	2	-4	4	-2	4	-6	3	2.4	0
COc1ccc(NC(=O)c2ccco2)cc1S(=O)(=O)N1CCCCC1	-3	-1	3	4	7	18	-7	-2.1	3
O=C(CSc1nc(=O)n(CCN2CCOCC2)c2c1CCCC2)Nc1ccc(F)cc1F	-3	-1	-2	-2	6	48	0	-0.7	0
CC(C)CC(=O)Nc1c2c(nn1-c1ccc(F)cc1)CS(=O)C2 (configuration not stated)	1	-4	10	4	-6	7	0	0.0	0
CCN(CC)c1ccc(Nc2cc3n(c(=O)n2)CCc2cc(OC)c(OC)cc2-3)cc1	6	4	-25	-5	32	10	-10	2.3	1
O=C(NCCN1CCOCC1)Nc1ccc(Cl)cc1Cl	-1	-3	-2	-2	1	4	6	0.3	0
Cc1c(C)c(C)c(CO/N=C/c2cccs2)c(C)c1C	-2	-3	2	-1	3	0	-1	1.9	1
CC1Cc2ccccc2N1C(=O)COC(=O)c1ccc(Cl)c(S(=O)(=O)N2CCOCC2)c1 (configuration not stated)	·	-2	-5	·	-5	7	6	2.5	1
CCOC(=O)c1cc2sccc2n1Cc1ccc(C#N)cc1	0	-3	-9	0	-6	3	-1	5.7	0
Cc1cc(OC(=O)c2ccc(S(=O)(=O)N(C)C)cc2)c([N+](=O)[O-])c(=O)[nH]1	7	-1	-9	3	6	10	-2	1.1	0
N#Cc1c(N2CCCC(O)C2)nc(N)c2c(N)nc3c(c12)CC(=O)N3C12CC3CC(CC(C3)C1)C2 (configuration not stated)	25*	19*	-17	52*	137	-11	-12	14*	0
Cc1nc2cc(C(=O)O)ccc2s1	-3	-4	-3	-2	2	-9	0	1.7	0
CCc1ccc[n+](-c2[nH]c(=O)sc2/C=N/N=C(\N)[O-])c1	1	-6	4	5	-4	20	0	0.9	0
O=C(c1cc(-c2ccncc2)nc2ccccc12)N1CCN(c2ccccc2O)CC1	-2	1	2	38	9	0	5	1.5	0
CC(C)(C)n1cnnc1Sc1ncccc1[N+](=O)[O-]	7	-3	-1	0	0	3	0	0.1	0
CCCc1nc2sc3c(c2c(=O)n1NC(=O)CCC(=O)O)CCCC3	1	1	-5	-2	-4	15	-2	1.0	0
Cc1ccc(NC(=O)C2c3ccccc3Oc3ccccc32)nc1	2	-4	0	2	6	0	7	1.0	5
COc1ccc(-c2cc(C(=O)N3CC(C)CC(C)C3)c3ccccc3n2)cc1 (configuration not stated)	5	3	-7	1	6	-27	2	-0.2	5
O=C(CCc1ccccc1)Nc1cc2c(cc1Cl)OCCO2	-9	-1	10	6	37	15	-6	-1.7	0
COC(=O)C(CCSC)NC(=O)c1cn(-c2ccc(OC)cc2)c(=O)c2ccccc12 (configuration not stated)	-7	-2	-4	-17	-12	8	-6	1.3	3
CCOc1ccc(NC(=S)NCCN2CCN(Cc3ccccc3)CC2)cc1	-1	3	7	-1	-9	1	-6	0.2	1
O=C(Nc1nccs1)c1ccc(S(=O)(=O)NCc2cccs2)cc1	2	-2	5	7	0	-5	3	4.2	0
Cc1ccc(NC(=O)/C(=C/C=C/c2ccccc2)NC(=O)c2ccccc2)cc1	-1	7	9	12	-2	-2	4	3.9	1
COc1ccc(CN(C)C(=O)c2cnc(C)cn2)c(OC)c1OC	-3	2	1	1	12	25	1	-0.8	0
NS(=O)(=O)OCCCc1ccccc1	0	-4	2	11	3	21	-1	1.1	0
Cc1ccc2c(c1)sc(C)[n+]2CCCS(=O)(=O)[O-]	-8	5	-34	6	-2	4	-32	-6.0	2
O=C1CCC2c3ccc4ccccc4c3CCN12 (configuration not stated)	-1	2	-4	23	1	10	1	4.1	0
O=[N+]([O-])c1cccc(/C=N/N2CCN(Cc3ccc(Cl)cc3)CC2)c1	-1	4	4	-10	3	-10	8	0.4	0
O=C(NCCc1nc2ccc(Cl)cc2[nH]1)C1CCC(=O)N(Cc2cccc(F)c2)C1 (configuration not stated)	-1	-1	-4	1	-7	3	8	0.1	3
CC(NC(=O)COC(=O)c1ccc(OCC2CCCO2)cc1)c1ccccc1Cl (configuration not stated)	·	-4	-17	·	1	1	1	3.7	27

One compound at a time, from the list above.
Record of CC(NC(=O)COC(=O)c1ccc(OCC2CCCO2)cc1)c1ccccc1Cl (configuration not stated) → Fh CTSL1 inh: ·; PP1 inh: -4; proCasp7 act: -17; core dimer inh: ·; JMJD2C inh: 1; VLA-4 inh: 1; procasp3 activ: 1; PP5 primary: 3.7; GRK2 aptamer HTS: 27
Record of CCCc1nc2sc3c(c2c(=O)n1NC(=O)CCC(=O)O)CCCC3 → Fh CTSL1 inh: 1; PP1 inh: 1; proCasp7 act: -5; core dimer inh: -2; JMJD2C inh: -4; VLA-4 inh: 15; procasp3 activ: -2; PP5 primary: 1.0; GRK2 aptamer HTS: 0

Later entries:
SMILES	Fh CTSL1 inh	PP1 inh	proCasp7 act	core dimer inh	JMJD2C inh	VLA-4 inh	procasp3 activ	PP5 primary	GRK2 aptamer HTS
Cc1ccccc1OCC(=O)Nc1ccccc1N1CCCCC1	3	2	10	-3	0	-58	1	0.4	0
CC(=O)N1CCN(c2nc(C)nc3sc4c(c23)CCC(C)C4)CC1 (configuration not stated)	1	3	-3	8	16	-2	4	1.2	5
O=C(O)/C=C/C(=O)NNC(=O)c1cccc(Br)c1	-1	1	11	-2	3	15	3	-0.8	3
COc1ccccc1N1CCN(C(=O)CSc2ncnc3scc(-c4ccccc4)c23)CC1	-2	6	2	-1	-3	-2	8	1.5	0
O=C(Nc1ccccc1-c1nnn(CC(=O)N2CCOCC2)n1)c1ccccc1F	-6	-7	3	7	1	5	-5	2.5	1
Cc1ccc(N(CC(=O)N2CCOCC2)S(C)(=O)=O)cc1Cl	2	-3	8	12	-13	8	1	0.9	1
S=C(Nc1ccccc1Cl)N1CCCC1	-6	0	6	-3	-11	-1	-1	0.8	1
CCOC(=O)c1cnn(-c2nc3c(C)cccc3s2)c1C(F)(F)F	1	1	11	-4	-1	9	3	2.5	1
COc1ccc(N2C(=O)CN=C2Nc2cccc(C)c2C)cc1OC	-1	2	-2	3	-4	1	-5	-0.4	0
COC(=O)C1CCN(C(=O)C(C)Oc2ccc(Cl)cc2Cl)CC1 (configuration not stated)	-1	-3	-8	2	2	6	-2	1.2	0
CC(OC(=O)c1cc2sccc2n1C)C(=O)NCc1cccs1 (configuration not stated)	4	-3	9	1	4	13	5	-2.1	1
CCOC(=O)c1cc2cc3ccccc3cc2oc1=O	0	0	18	-7	9	3	2	-0.5	0
COc1cc2cc(CN(CCCO)S(=O)(=O)c3ccccc3Cl)c(=O)[nH]c2cc1OC	-4	-2	-1	1	1	-7	5	1.2	0
O=C(NCc1ccncc1)c1cccc(F)c1	2	-6	1	-4	-3	8	0	1.4	4
COC(=O)CCSCC(=O)N1N=C(c2ccc(Br)cc2)CC1c1cccc(OC)c1OC (configuration not stated)	0	3	-1	0	20	9	-2	0.3	0
COCCCNC(=O)CCSc1ccc(Cl)cc1	-3	0	2	-3	-7	3	-1	-2.1	2
CC(CN1CCCCC1)OC(=O)c1ccc(Cl)cc1 (configuration not stated)	1	1	14	-2	-40	-1	2	1.5	0
CN(C)CCNC(=O)COc1ccc(C23CC4CC(CC(C4)C2)C3)cc1	0	-1	17	-5	-3	9	0	0.4	0
O=C(Nc1cccnc1)c1cc2cc(Br)ccc2o1	1	1	-2	2	41	-5	-1	3.5	1
Cc1ccc2c(c1)c1c(n2CC(O)CN2CCC(C)CC2)CCCC1 (configuration not stated)	-3	-5	4	-5	5	8	4	-2.5	0
CCC(Sc1nnnn1C)C(=O)Nc1ccc(C(C)=O)cc1 (configuration not stated)	-8	-4	-12	0	0	1	-3	2.6	0
CC[N+](C)(CC)CCC(c1ccccc1)C1CCCCC1 (configuration not stated)	0	-4	2	4	-6	13	-4	0.7	2
COc1ccc2oc(C(=O)Nc3nc4ccccc4[nH]3)c(C)c2c1	13	3	-18	1	-2	-10	-12	3.3	0
COc1ccc(/C=C2\SC(=O)N(CCC(=O)NC3CCS(=O)(=O)C3)C2=O)cc1 (configuration not stated)	1	-2	-2	-5	37	7	-7	-0.1	0
CCCC/C(O)=C1\C(=O)CC(C)(C)CC1=Nc1ccc(OC)cc1	2	1	-1	5	2	7	3	4.0	4
COc1ccc(Cc2nc3c4c(ncn3n2)Oc2c(ccc3ccccc23)C4c2ccc(OC)c(OC)c2)cc1 (configuration not stated)	3	-2	1	0	-2	22	1	1.1	0
O=C(c1cccc(Cl)c1)N1CCC(C(=O)N2CCN(Cc3ccccc3)CC2)CC1	-2	-1	-7	-5	-5	-2	7	0.8	0
Cc1nn(-c2ncc(C(F)(F)F)cc2Cl)c(=O)n1-c1cccc(Cl)c1	4	3	0	3	11	13	1	-1.4	0
O=C1CC2(CCN(C(=O)C3CC(=O)N(c4ccccc4)C3)CC2)Oc2ccccc21 (configuration not stated)	2	-1	-2	3	-34	10	-3	-0.9	0
CC1=C(C(=O)OC(C)C)C(c2c[nH]c3ccccc23)n2ncnc2N1 (configuration not stated)	-1	0	7	0	-8	-24	-5	-2.4	3

Bioassay records: PubChem, several laboratories
